GASC-1 inh = blocks human GASC-1 demethylase activity; Q9H3R0; GST-JMJD2C(1-420) H3K9me3 demethylation, DELFIA europium; inhibition, % at 2.35 µM; hit rate 0.069% among 330,000; AID 2099;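 active = more than half of a compound's replicate wells show inhibition beyond 50%, single wells judged on their own value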;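 note: signal counts dimethyl H3K9 product captured on neutravidin plate; 0% = median of DMSO wells and 100% = 0.3 times that DMSO median; strong numbers were not always called active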
Target sequence (Q9H3R0 1-420 limits assumed): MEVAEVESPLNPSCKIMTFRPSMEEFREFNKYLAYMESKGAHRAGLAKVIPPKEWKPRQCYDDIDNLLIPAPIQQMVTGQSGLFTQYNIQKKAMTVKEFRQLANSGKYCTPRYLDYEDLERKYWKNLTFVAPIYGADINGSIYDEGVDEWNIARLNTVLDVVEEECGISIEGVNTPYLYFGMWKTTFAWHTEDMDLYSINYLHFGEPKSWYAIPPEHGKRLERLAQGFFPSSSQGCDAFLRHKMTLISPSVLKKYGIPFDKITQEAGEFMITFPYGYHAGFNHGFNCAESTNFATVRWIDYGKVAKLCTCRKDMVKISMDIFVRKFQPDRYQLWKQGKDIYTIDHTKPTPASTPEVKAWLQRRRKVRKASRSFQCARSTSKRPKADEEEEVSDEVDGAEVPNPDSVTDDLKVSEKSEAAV
TPT1 inhibitor = C. albicans TPT1 enzyme inhibition. recombinant caTPT1, FP RNA substrate dephosphorylation. inhibition, % at 5 µM. hit rate 0.81% among 300,000. AID 1962;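 active = inhibition above the mean of all tested compounds plus 3 SD, set per screening campaign, cut at about 24% in these data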;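 note: plate controls were DMSO alone for no effect and ferristatin control at 100 nM for full effect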
Efflux pump mplx = blocks antifungal efflux pumps in multiplex yeast assay | S. cerevisiae Candida pump triplex, Nile Red efflux | inhibition, % at 10 µM | hit rate 0.44% among 330,000 | AID 485275;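 active = plate passing quality check with inhibition over a set limit, or well fluorescence over plate mean plus 4 SD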;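 note: Nile Red retained in pooled yeast measured as flow cytometry median fluorescence; 0% = buffer negative control and 100% = Enniatin B positive control; higher means more Nile Red kept so more efflux inhibition; some compounds called inactive have numbers as strong as hits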
HCV core dimer = HCV core protein dimerization inhibition; TR-FRET GST/Flag-core106 dimerization, 1536-well; AID 1899; hit rate 0.33% among 300,000; inhibition, % at 5 µM;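 active = inhibition above the mean of all tested compounds plus 3 SD, set per screening campaign, cut at about 45% in these data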
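Material: GST/Flag-tagged HCV core106 proteins. Incubation: 4 h, 22.5 °C incubation. Read-out basis: inhibition (%) from 671 over 617 nm ratio. Measured by: TR-FRET, excitation 340 nm, emission 617 and 671 nm.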
PP1 counter = blocks human PP1-alpha phosphatase, a PP5 counter-screen; P62136; purified PP1alpha, OMFP fluorescence; inhibition, % at 6.7 µM; hit rate 0.9% among 320,000; AID 2235;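 active = inhibition above the mean inhibition of all tested compounds plus 3 SD, computed separately for each screening campaign, cut at about 15% in these data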
Target sequence (P62136 whole entry, looked up): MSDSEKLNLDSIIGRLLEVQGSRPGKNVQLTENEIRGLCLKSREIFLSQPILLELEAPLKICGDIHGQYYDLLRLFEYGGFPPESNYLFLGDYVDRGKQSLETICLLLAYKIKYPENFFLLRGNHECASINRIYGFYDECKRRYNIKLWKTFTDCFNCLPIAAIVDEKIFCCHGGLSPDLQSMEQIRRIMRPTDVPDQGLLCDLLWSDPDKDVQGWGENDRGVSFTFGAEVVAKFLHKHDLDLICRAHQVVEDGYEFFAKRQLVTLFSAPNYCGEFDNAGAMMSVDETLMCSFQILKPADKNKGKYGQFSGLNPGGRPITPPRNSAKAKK
PREPL inhibitor = inhibitors of human prolyl oligopeptidase-like enzyme PREPL. recombinant PREPL, fluorescence polarization activity-based probe. Q4J6C6. inhibition, % at 5.96 µM. AID 2751. hit rate 0.68% among 320,000; in the data active = inhibition above about 43%;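 note: 0% = enzyme with DMSO and 100% = wells lacking enzyme; many of its hits are not listed in these tables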
Fh CTSL1 inh = counter-screen for PFM18AAP inhibitors: inhibitors of F. hepatica cathepsin L1; hit rate 0.49% among 300,000; recombinant F. hepatica cathepsin L1, Z-Leu-Arg-MCA fluorescence; inhibition, % at 5.96 µM;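 active = inhibition above the mean of all tested compounds plus 3 SD, set per screening campaign, cut at about 17% in these data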;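 note: 0% = plate median of test compound wells and 100% = 1 µM Z-Phe-Ala-diazomethylketone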
PP5 primary = blocks human protein phosphatase 5 activity; AID 1987; inhibition, % at 6.7 µM; hit rate 0.18% among 320,000; P53041; purified PP5c, OMFP substrate fluorescence;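 active = inhibition above the campaign's mean inhibition across all tested compounds plus 3 SD, cut at about 9.5% in these data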;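 note: 0% = DMSO only and 100% = 100 µM cantharidin control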
LYPLA2 counter = LYPLA2 (human) inhibition in PME1 counter-screen; recombinant LYPLA2, FP-Rh probe fluorescence polarization; hit rate 0.38% among 320,000; inhibition, % at 5.9 µM;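 active = inhibition above the screen-wide mean plus 3 SD, limit set per campaign, cut at about 26% in these data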;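 note: 0% = LYPLA2 with DMSO and 100% = wells lacking LYPLA2 enzyme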
Target sequence (O95372 whole entry, looked up): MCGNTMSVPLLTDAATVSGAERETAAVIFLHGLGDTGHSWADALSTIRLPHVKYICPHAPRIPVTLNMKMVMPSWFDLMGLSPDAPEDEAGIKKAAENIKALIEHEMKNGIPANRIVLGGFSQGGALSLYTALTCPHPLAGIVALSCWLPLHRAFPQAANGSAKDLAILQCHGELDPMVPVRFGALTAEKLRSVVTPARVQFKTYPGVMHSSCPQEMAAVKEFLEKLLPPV
* hit, by the source's call; / = not tested or not shown; & = joins results of further samples.

SMILES	GASC-1 inh	TPT1 inhibitor	Efflux pump mplx	HCV core dimer	PP1 counter	PREPL inhibitor	Fh CTSL1 inh	PP5 primary	LYPLA2 counter
N#CC(c1ccc(Cl)cc1)c1ncc(C(F)(F)F)cc1Cl (stereo not given)	-2	0	0.2	2	2	0	-2	0.9	3
CCc1c(O)cc2n(c1=O)-c1ccccc1C2(C)C	-3	-3	-0.2	3	1	4	-3	-0.3	1
COc1ccc(-c2csc(Nc3cc(C)ccn3)n2)cc1C	-3	0	0.0	-1	1	14	3	3.5	2
NC1=NC2(CCCCC2)N=C(Nc2ccc(Br)cc2)N1	-7	-3	0.1	-3	-4	-11	-4	-1.6	-3
Cc1ccc(S(=O)(=O)Nc2cccc(C(=O)NCCN3CCOCC3)c2)cc1F	-3	/	0.0	/	-4	-9	/	-1.1	-3
COc1ccc(C(=O)NC(Cc2c[nH]c3ccccc23)C(=O)O)cc1 (stereo not given)	-4	-1	-0.1	3	-2	10	1	-1.4	7
CC(C)[C@H](NC(=O)c1ccccc1)C(=O)Nc1cccc(S(=O)(=O)N2CCOCC2)c1	7	/	0.1	/	-3	2	/	2.5	5
COc1cc(OC)cc(C(=O)N[C@@H](CCSC)c2nc3ccccc3[nH]2)c1	0	-3	-0.1	-3	-2	11	0	-1.2	0
COc1cc2cc(C(c3nnnn3C3CCCC3)N3CCCCC3)c(=O)[nH]c2cc1OC (stereo not given)	-11&5	-1	-0.1	4	-2	0	-1	-1.7	-1
C[C@H](NC(=O)[C@@H]1Cc2ccccc2CN1)C(=O)Nc1ccc2c(c1)OCO2	11	-2	0.1	11	1	4	0	0.9	1
CCCc1cc(NC(=O)CCl)n(-c2ccccc2)n1	9	5	0.0	-3	2	7	79*	3.0	-2
Clc1ccc2[nH]c3c(NCC4CCCO4)ncnc3c2c1 (stereo not given)	-29	0	0.1	2	0	31	5	0.8	2
COc1ccccc1C(=O)N1C(CC(=O)Nc2cc(Cl)ccc2C)C(=O)NC2CCCCC21 (stereo not given)	126	1	-0.1	2	-1	-4	2	1.4	0
CCCC(=O)Nc1nnc(SCC(=O)NC2CC2)s1	-27	-1	0.0	-1	-1	-7	-2	0.6	11
C/C(=N\O)C(=O)C(CN1CCCCC1)CN1CCCCC1	5	-3	0.0	3	-1	7	1	0.2	-2
c1ccc2sc(NC3=NCN(C4CCCCC4)CN3)nc2c1	-7	1	0.1	-4	0	9	1	1.7	-7
C=CCn1c(SCc2ccccc2C#N)nnc1-c1cc(Br)ccc1O	13	-2	0.0	2	1	13	1	4.6	0
COc1cc2c(cc1NC(=O)c1cccnc1)oc1ccccc12	-7	-1	-0.1	3	2	7	7	2.9	5
CC(=O)Oc1cc2c3c(c1)/C(=C1/SC(=S)NC1=O)C(=O)N3C(C)(C)C=C2C	0	0	-0.2	9	9	10	0	4.3	9
N#Cc1ccccc1Sc1ccccc1C(=O)NCC(c1ccco1)N1CCCCC1 (stereo not given)	10	/	-0.2	/	-1	-1	/	0.9	4
CCn1c(Cc2c(C)[nH]c3ccccc23)nnc1SCC(N)=O	6	1	0.1	-9	-4	-22	-1	2.1	-8
COc1ccccc1CNC(=O)COc1ccccc1C(=O)c1cnn(-c2ccccc2)c1	3	/	0.4	/	-2	-14	/	5.4	-3
CC(=O)Oc1c(S(=O)(=O)c2ccc(C)cc2)c(C)nn1C(C)(C)C	-2	-1	0.2	2	-2	-8	-3	2.6	-1
CC(OC(=O)CNC(=O)c1ccc(Cl)c(Cl)c1)C(=O)N1CCOCC1 (stereo not given)	3	1	0.0	0	-3	20	25*	-0.7	5
O=C(Cc1nc(-c2ccc([N+](=O)[O-])cc2)cs1)Nc1ccccc1	18	-2	-0.1	1	0	15	6	0.8	-3
SMILES	GASC-1 inh	TPT1 inhibitor	Efflux pump mplx	HCV core dimer	PP1 counter	PREPL inhibitor	Fh CTSL1 inh	PP5 primary	LYPLA2 counter
C/C(Cl)=C/Cn1c(=O)c2c(nc(Br)n2Cc2ccccc2)n(C)c1=O	-10	-1	0.2	12	1	3	-2	2.6	6
CCOC(=O)c1sc(N)c(C#N)c1CSc1nnc(C2CC2)n1N	-3	14	-0.2	6	-3	20	6	0.9	4
Cc1ccc(CNC(=O)C2CCC(=O)N2Cc2ccc(C)cc2)cc1 (stereo not given)	-36	1	0.0	9	-1	2	-1	0.6	-1
NC(=S)N/N=C/c1c[nH]c2ccc(OCc3ccccc3)cc12	7	0	0.1	-17	4	24	55*	4.1	10
Cc1ccc(CONC(=O)c2cccc(C)c2)cc1	2	/	-0.1	/	-5	4	/	-2.5	-1
Cc1cccc(C)c1NC(=O)CNC(=O)c1cccc(S(=O)(=O)NCc2cccs2)c1	3	/	0.2	/	-4	13	/	3.1	-2
c1cncc(Nc2nc(-c3cccs3)cs2)c1	11	4	-0.1	2	0	35	3	0.3	-1
CC(=O)c1cnn(-c2cc(Oc3ccccc3C)ncn2)c1C	-6	3	0.2	-1	-2	1	-1	3.8	2
Cc1ccc(NS(=O)(=O)c2cccc(C(=O)OCC(=O)NCc3ccco3)c2)cc1	3	4	0.0	30	4	-1	-4	-0.5	2
Nn1c(Nc2ccccc2)nc2ccccc21	3	-2	0.1	-7	2	-2	-3	-0.5	-8
CN(CCOc1ccccc1)CC(=O)Nc1ccc(Cl)cc1[N+](=O)[O-]	-4	-1	0.0	1	-2	24	1	0.2	2
O=C(Cn1c2c(c(-c3ccccc3Cl)cc1=O)CCC2)NCC1CCCO1 (stereo not given)	0	-1	0.1	-4	-1	-4	6	0.3	1
CN(C)c1ccc(NC(=O)Cn2ncn3c(cc4ccccc43)c2=O)cc1	6	1	0.1	27	4	21	0	2.0	4
CCCCC(CC)CNC(=O)/C=C/c1ccc(F)cc1 (stereo not given)	8	-1	-0.3	-6	8	-1	0	8.1	7
CCN(CC)C(=O)c1[nH]cnc1C(=O)N[C@H](C)c1ccccc1	-1	/	-0.3	/	-4	19	/	6.8	3
Cc1cccc(NS(=O)(=O)c2c(C)n[nH]c2C)c1	1	1	0.1	4	-3	6	2	-0.1	-5
CCCCn1nnnc1SCC(=O)N1CCN(C(=O)c2ccco2)CC1	1	-1	0.0	-4	-4	-2	-1	-0.4	-8
Cc1ccc(CNC(=O)c2ccc(N3CCC4(CC3)CC(c3cccc(Br)c3)=NO4)c(N)c2)cc1	-8	0	-0.1	25	10	-25	-1	4.0	-1
CC(=O)c1nn(-c2ccc(Br)cc2)cc1C(=O)c1ccco1	-3	-1	0.3	-4	-7	11	-1	3.1	-3
CCN(c1ccccc1)S(=O)(=O)c1ccc(Cl)c(C(=O)N(CC2CCCO2)C2CCS(=O)(=O)C2)c1 (stereo not given)	-20	-2	0.0	3	1	5	5	-0.7	9
COc1cc(/C=C/C(=O)OC(C)C(=O)Nc2c(C)n(C)n(-c3ccccc3)c2=O)ccc1OCC#N (stereo not given)	-13	-2	0.1	-4	-3	-7	-2	0.1	5
CCN(CC)CCOC(=O)c1ccc(N/C=C(/C#N)c2nc(-c3ccc4c(c3)OCO4)cs2)cc1	-5	6	0.1	3	65*	23	3	0.1	-6
COc1ccc(NC(=S)N2CCC(C(=O)c3ccc(F)cc3)CC2)c(OC)c1	-4	2	0.3	-7	3	13	-8	-3.4	0
COCCCn1c(=S)[nH]c2sc3c(c2c1=O)CCCS3	3	-1	0.0	-8	4	-7	1	1.5	6
Cc1c(O)nc(SC2CC(=O)N(c3cc(Cl)cc(Cl)c3)C2=O)[nH]c1=O (stereo not given)	12	2	0.1	-3	-2	9	9	-1.9	-1

Complete entries as entered above. Order of values: GASC-1 inh, TPT1 inhibitor, Efflux pump mplx, HCV core dimer, PP1 counter, PREPL inhibitor, Fh CTSL1 inh, PP5 primary, LYPLA2 counter
Listed for Cc1cccc(NS(=O)(=O)c2c(C)n[nH]c2C)c1 → 1, 1, 0.1, 4, -3, 6, 2, -0.1, -5
Listed for COCCCn1c(=S)[nH]c2sc3c(c2c1=O)CCCS3 → 3, -1, 0.0, -8, 4, -7, 1, 1.5, 6

Following part
SMILES	GASC-1 inh	TPT1 inhibitor	Efflux pump mplx	HCV core dimer	PP1 counter	PREPL inhibitor	Fh CTSL1 inh	PP5 primary	LYPLA2 counter
COc1cccc(C(=O)OCC(=O)Nc2ccc(N3CCOCC3)cc2)c1	8	/	0.0	/	-2	14	/	-0.5	-3
COc1ccc(C(=O)c2c(C)c3cc(C)ccc3n2CC(O)CN2CCOCC2)cc1 (stereo not given)	-13	-2	0.0	-10	-3	6	2	5.4	-5
Cc1cc(C)c(S(=O)(=O)n2nc(C)c(Br)c2C)c(C)c1	-7	-2	0.1	1	2	-13	-1	-2.5	6
CCOC(=O)N1CCN(C(=O)COc2ccc3oc4c(c3c2)CCCC4)CC1	-6	-4	0.1	-1	-4	5	-1	0.5	3
CC(C)N=C(NC#N)SCc1ccccc1F	5	-5	-0.1	-2	-1	13	0	-0.9	5
Cc1ccc(OCC(=O)N2CCC(C)CC2)c([N+](=O)[O-])n1	/	/	0.0	/	-6	14	/	-0.2	2
CC(=O)c1cccc(NC(=O)CN2C(=O)COc3ccc(S(=O)(=O)N4CCOCC4)cc32)c1	3	-4	-0.1	-1	-3	-1	0	1.1	12
Cc1ccc(S(=O)(=O)NC(CC(=O)NCC2CCCO2)c2ccccc2)cc1 (stereo not given)	-12	-4	-0.1	0	-3	1	7	-1.8	4
COc1ccc(NC(C)=O)cc1NC(=O)CN1CCN(CC(=O)Nc2ccccc2Cl)CC1	5	-4	0.1	6	-2	23	-1	1.6	6
Nc1nc(CSc2nc3ccccc3s2)nc(N2CCCCC2)n1	26	-2	0.1	1	1	10	1	0.7	-2
Nc1ccc(-n2nc3ccccc3n2)cc1	-4	1	0.0	0	0	23	5	2.2	-1
Cc1noc(NS(=O)(=O)c2ccc(NC(=O)Cc3ccc([N+](=O)[O-])cc3)cc2)c1C	-4	2	0.3	35	-12	11	-2	-6.6	-4
CCOC(=O)C1(C)NC(c2ccccc2F)C2C(=O)N(CC)C(=O)C21 (stereo not given)	-3	-2	-0.1	-2	-5	5	5	-3.4	2
C/C(=N/NC(=O)CNC(=O)C(c1ccccc1)c1ccccc1)c1ccco1	4	0	0.0	-1	-6	-10	2	-3.9	1
O=[N+]([O-])c1cccc(Cl)c1CSc1ccccn1	18	1	0.1	-1	0	-4	0	2.4	8
O=C1CN(C(=O)COC(=O)COc2ccc3c(c2)CCC3)c2ccccc2N1	-2	4	-0.2	3	2	-60	-8	-0.1	0
O=C(O)C1CCN(Cc2cnn(-c3ccccc3)c2-n2cccc2)CC1	-2	-1	0.1	1	0	5	-2	0.8	0
CC(C)c1ccc(OCc2ccc(C(=O)N3CCN(c4ccccn4)CC3)cc2)cc1	-9	-6	-0.1	7	4	21	7	3.7	3
CC(C)CC(NS(=O)(=O)c1cccc(C(=O)O)c1)C(=O)O (stereo not given)	1	0	-0.1	0	1	9	2	-2.1	5
CCN(CC)c1ncnc2sc3c(c12)CCC3	-8	3	0.1	0	-2	6	-2	1.4	2
O=C(Cn1c(=O)sc2ccccc21)Nc1nc2c(s1)CCCC2	-3	1	0.1	-5	3	5	-1	1.8	5
O=C(NC1CCCc2ccccc21)c1cccnc1 (stereo not given)	-5	-1	0.0	3	-3	-3	1	-0.9	-4
C#CCOCCOCCOCCNc1nc(N2CCN(C(=O)Cn3cc(CC(C)O)nn3)CC2)nc(N2CCN(C(=O)[C@H]([C@@H](C)CC)n3cc(CCCN=C(N)N)nn3)CC2)n1 (stereo not given in full)	2	-3	/	-9	4	6	3	1.1	-4
C=CCn1c(SCC(=O)NC(C)(C)C)nnc1-c1ccccc1O	-13	-4	-0.1	1	1	4	1	0.0	-3

Source: PubChem (several laboratories)

These rows are one share of the data; the hit share may differ from the screen's.
